CHT allo act = CHT positive allosteric modulators, primary screen, cell-based, membrane potential dye, choline EC20. High affinity choline transporter 1 (Homo sapiens), Q9GZV3. CHT-expressing cells; stronger effect = higher value; LV-AA mutant CHT in HEK293 cells. B-score at 10 µM. 310,000 tested, 0.49% active;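 active = initial fluorescence not abnormally high and integrated response B-score, plate-corrected, over 3 SD above library mean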
Target sequence (Q9GZV3 whole entry, looked up): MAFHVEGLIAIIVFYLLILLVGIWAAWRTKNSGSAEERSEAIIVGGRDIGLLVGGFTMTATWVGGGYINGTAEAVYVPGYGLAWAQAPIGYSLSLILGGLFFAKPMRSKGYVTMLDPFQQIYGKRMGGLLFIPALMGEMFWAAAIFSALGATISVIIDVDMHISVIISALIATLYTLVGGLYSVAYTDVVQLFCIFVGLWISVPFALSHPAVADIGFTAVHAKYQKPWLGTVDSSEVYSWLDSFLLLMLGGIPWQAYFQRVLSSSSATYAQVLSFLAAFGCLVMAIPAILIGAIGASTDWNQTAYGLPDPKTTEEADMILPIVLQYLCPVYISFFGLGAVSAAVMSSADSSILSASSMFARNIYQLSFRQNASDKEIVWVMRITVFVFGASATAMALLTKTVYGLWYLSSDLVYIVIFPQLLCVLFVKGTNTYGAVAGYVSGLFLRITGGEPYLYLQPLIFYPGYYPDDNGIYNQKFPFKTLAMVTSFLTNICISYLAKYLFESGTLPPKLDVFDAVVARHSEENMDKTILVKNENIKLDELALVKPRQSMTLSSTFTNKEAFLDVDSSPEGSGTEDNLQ
OX1R antag = OX1R (HCRTR1) antagonists, primary screen, fluorescence, CHO/OX1R cells, Fluo-8 calcium, orexin A; 330,000 tested, 0.43% active; Fluo-8 calcium fluorescence; inhibition, % at 5 µM; AID 434989, 2010;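 active = inhibition above its plate's threshold, mean inhibition of all tested compounds on the plate plus 3 SD, cut at about 37% in these data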;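 also: 0% = orexin A challenge wells and 100% = SB-334867-A antagonist wells; not every result past the cut was called active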
Target sequence (O43613 whole entry, looked up): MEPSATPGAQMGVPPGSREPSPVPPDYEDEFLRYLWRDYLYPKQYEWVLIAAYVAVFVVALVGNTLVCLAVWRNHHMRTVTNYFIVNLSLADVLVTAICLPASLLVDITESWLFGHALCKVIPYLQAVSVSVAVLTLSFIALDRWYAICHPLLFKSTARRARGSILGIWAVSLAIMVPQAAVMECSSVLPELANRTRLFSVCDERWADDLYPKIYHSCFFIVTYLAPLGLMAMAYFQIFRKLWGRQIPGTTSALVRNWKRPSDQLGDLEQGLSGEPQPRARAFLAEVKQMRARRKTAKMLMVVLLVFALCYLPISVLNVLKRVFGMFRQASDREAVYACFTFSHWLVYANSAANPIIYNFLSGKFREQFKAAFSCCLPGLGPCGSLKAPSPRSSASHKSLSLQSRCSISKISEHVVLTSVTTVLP
An asterisk follows results filed as active; i = inactive; · = no result given; & = joins results of further samples.

cpd | SMILES | CHT allo act | OX1R antag
1 | Oc1c(Br)cc(Br)cc1/C=N/n1c(-c2ccccc2)n[nH]c1=S | i | -2
2 | CSc1ccc(C(=O)/C=C/c2ccc(N)cc2)cc1 | i | -7
3 | O=C(Nc1ccc(F)cc1)c1nc[nH]c1C(=O)Nc1ccc([N+](=O)[O-])cc1 | i | -4
4 | O=C(NC(=S)Nc1ccc2c(c1)OCO2)c1ccccc1 | i | -6
5 | CCOC(=O)CSc1nnc(-c2ccccc2)o1 | i | -10
6 | COc1ccc2oc(=O)c(/C(C)=N/Nc3nc(-c4cc(C)ccc4C)cs3)cc2c1 | i | -10
7 | CC(=O)N1CCc2cc(N=NC3=C(O)CCCC3=O)ccc21 | i | -7
8 | CC12CC3(C)CC(C)(C1)CC(C(=O)NC(=S)N1CCOCC1)(C2)C3 | i | 1
9 | COc1ccccc1Oc1ccc(N/C=C2/CCCC2=O)cc1 | i | -11
10 | O=C(/C=C/c1ccccc1Cl)NCCc1ccc(F)cc1 | i | -15
11 | CCOC(=O)CSc1nc(C2CC2)nc2ccccc12 | i | -10
12 | O=S(=O)(Nc1ccc(-c2cn3ccsc3n2)cc1)c1ccc2c(c1)OCCO2 | i | -6
13 | Cc1ccc(O)c(N=Cc2cccs2)c1 | i | -9
14 | O=C1C=C(c2cc3ccccc3s2)C[C@@H](c2ccc(F)cc2)C1 | · | -31
15 | Cc1ccc(NC(=O)COc2ccccc2CNC(C)(C)CC(C)(C)C)cc1 | i | -14
16 | O=C(CNC(=O)C12CC3CC(CC(C3)C1)C2)OCc1cc(=O)n2cc(Br)ccc2n1 | i | -18
17 | CCOC(=O)c1ccccc1NC1OC(=O)c2ccccc21 (stereo not given) | i | -2
18 | COc1ccc(C(=O)COc2ccc3c(C)cc(=O)oc3c2)cc1 | i | -14
19 | O=c1cc(-c2ccc(O)cc2)oc2ccc3ccccc3c12 | · | 1
20 | O=C(CCc1nc2ccccc2c(=O)[nH]1)Nc1ccc(N2CCCCC2)cc1 | i | -23
21 | O=C(COc1ccc2ccc(=O)oc2c1)Nc1cccc(S(=O)(=O)N2CCCCC2)c1 | · | 34
22 | COc1ccc(CNC(=O)CN2C(=O)CCSc3ccc(S(=O)(=O)N4CCCC4)cc32)cc1 | i | -35
23 | CCc1ccc(CN(C)C(=O)c2cc(S(=O)(=O)N3CCN(CC)CC3)ccc2Cl)cc1 | i | -21
24 | O=C(Nc1ccc2c(c1)OCCO2)C1CCC1 | i | 7
25 | COc1ccc(/C=N/Nc2nc(NCc3ccco3)nc(Nc3ccc(OC)cc3)n2)cc1 | i | -30
26 | COc1ccc(C)cc1NC(=O)c1cc(S(=O)(=O)N2CCOCC2)cn1C | i | -31
27 | CN(Cc1ccccc1)c1cc(Cl)nc(N)n1 | i | -10
28 | C=CCc1cccc(/C=N/NC(=O)C(C)Nc2cccc(C)c2)c1O (stereo not given) | i | -30
29 | O=C(CN1CCN(S(=O)(=O)c2ccc(Cl)c(Cl)c2)CC1)N1CCCCC1 | · | -12
30 | O=C(O)c1ccccc1NS(=O)(=O)c1ccc2ccccc2c1 | i | -2
31 | O=C(O)CC1NC(=S)N(c2ccccc2)C1=O (stereo not given) | i | 0
32 | O=C(CCN1CCCCCC1)c1ccccc1 | i | -4
33 | O=C(NC(=S)Nc1ccc2[nH]c(=O)[nH]c2c1)c1ccccc1F | i | 6
34 | COc1ccc(N=C2S/C(=C\c3cc(C)n(C)c3C)C(=O)N2C)cc1 | i | -27
35 | C[C@H](NC(=O)c1nc[nH]c1C(=O)NCC(=O)OCc1ccccc1)c1ccccc1 | i | -26
36 | Oc1[nH]c(=S)sc1C=C1N=c2ccccc2=N1 | i | 4
37 | COc1ccc(NC(=O)c2cc(Br)ccc2Cl)c([N+](=O)[O-])c1 | i | 14
38 | CCc1ccccc1N(C)S(=O)(=O)c1ccc(-c2cc(C)no2)s1 | i | -12
39 | Cc1cccn2c(=O)c(/C=C(\C#N)C(=O)NC3CCS(=O)(=O)C3)c(N3CCC(C)CC3)nc12 (stereo not given) | i | -26
40 | CCOc1ccc(S(=O)(=O)N2CCC(C(=O)NCCc3ccc(S(N)(=O)=O)cc3)CC2)cc1 | i | -3
41 | CNc1nc(C)nc(-n2nc(C)cc2C)n1 | i | 6
42 | c1ccc(-c2cnnc(SCc3cn4cccnc4n3)n2)cc1 | i | -15
43 | COC(=O)CCCCCNC(=S)Nc1ccc2[nH]c(=O)[nH]c2c1 | i | -4
44 | O=C(c1cccc(Cl)c1)N1CCCC(C(=O)N2CCCCCC2)C1 (stereo not given) | i | -16
45 | Nn1c(Cc2ccccc2)nc2sc3c(c2c1=O)CCC3 | i | -22
46 | CN(CC(=O)Nc1ccc(N2CCOCC2)cc1)C(=O)c1ccc(CS(C)(=O)=O)cc1 | · | -11
47 | Cn1c(=O)c2c(SCC(=O)N3CCOCC3)nc(-c3ccccc3Cl)nc2n(C)c1=O | i | 2
48 | CCOC(=O)N1CCN(C(=O)CN(c2cccc(C(F)(F)F)c2)S(C)(=O)=O)CC1 | i | -6
49 | COc1ccc(C2Oc3ccccc3C3=C2C(c2cccs2)n2ncnc2N3)cc1 (stereo not given) | i | -18
50 | CCC(=O)N(CC)c1nc(-c2cc(OC)ccc2OC)cs1 | i | -27
51 | CCN(CC)CCCN(C(=O)Cn1nnc(-c2ccc(OC)c(OC)c2)n1)C(C(=O)NC(C)(C)C)c1ccc(F)cc1 (stereo not given) | i | -25
52 | CCOC(=O)c1sc2nc3c(cc2c1N)COC(C)(CC)C3 (stereo not given) | i | -14
53 | CC1Cc2nc(SCC(=O)NCC3CCCO3)n(Cc3ccccc3)c(=O)c2S1 (stereo not given) | i | -20
54 | Cc1ccc(S(=O)(=O)n2ccc(-c3ccc(OCc4c(F)cccc4Cl)cc3)n2)cc1 | i | -24
55 | COc1ccc(CC(=O)Nc2cc(=O)n(C)c(=O)n2C)cc1 | i | -22
56 | Cc1nc2ccccc2nc1OCC(=O)N1CCN(c2ccccc2)CC1 | i | -19
57 | O=C(O)c1cccc2c1C(=O)c1ccc(N3CCCC3)cc1S2(=O)=O | · | -3
58 | CCSC1(SCC)N=C(N)C2(C#N)C(c3ccc(OC)c(OC)c3OC)C12C#N (stereo not given) | i | -19
59 | Clc1ccc(CN2C3=NCCCN3c3ccccc32)cc1Cl | i | -29
60 | O=C(NCCCN1CCOCC1)c1ccc(S(=O)(=O)Nc2cccc(C(F)(F)F)c2)cc1 | i | -21

(next part)
cpd | SMILES | CHT allo act | OX1R antag
61 | CC(=O)c1c(C)nc(-c2ccccc2)nc1NC(=O)Cc1ccccc1 | i | -16
62 | O=C(C1CCCN(S(=O)(=O)c2ccc(F)cc2)C1)N1CCCCCC1 (stereo not given) | i | -5
63 | CC(C)(C)C(=O)NC(=S)Nc1sc2c(c1C(N)=O)CCC2 | i | -17
64 | COc1cc(/C=C2/C(=O)NN(c3ccccc3)C2=O)cc(Br)c1O | i | -4
65 | CCCNc1nc(Cl)nc(NC(C)(C)C)n1 | i | -11
66 | CN(C)S(=O)(=O)c1cccc(NC(=O)COC(=O)c2cccn2C)c1 | i | -15
67 | CS(=O)(=O)c1ccccc1-c1csc(N2CCC(C(N)=O)CC2)n1 | · | -12
68 | COc1ccc(N(CC(=O)N2CCN(Cc3ccc4c(c3)OCO4)CC2)S(C)(=O)=O)cc1OC | i | -34
69 | COc1ccc(-c2noc(-c3ccccc3C(=O)NCc3ccco3)n2)cc1 | i | -22
70 | O=C(O)C(=O)/C(=C\c1ccc(Cl)cc1)c1ccc2ccccc2n1 | i | -21
71 | CCOc1ccccc1NC(=O)CN1C(=O)C(=O)N(Cc2ccco2)C1=O | i | -5
72 | CC(C)C(NC(=O)CN1C(=O)c2cccc3cccc1c23)C(C)C | i | -12
73 | O=C(N/N=C/c1cccc2ccccc12)c1cccnc1 | i | -21
74 | CCCOc1ccccc1/C=C(\C#N)C(=O)Nc1cccc(C)n1 | i | -15
75 | CCCCn1nc2cc(C(=O)NCc3ccco3)ccc2c1OCC | i | -15
76 | CCOc1ccc(/C=C2\SC(=S)N(CCC(=O)N(CCO)c3ccccc3)C2=O)cc1 | i | -25
77 | COc1cccc(NC(=S)N(CCc2c(C)[nH]c3ccccc23)Cc2cccs2)c1 | i | -17
78 | COc1ccc2cnn(Cc3ccccc3)c(=O)c2c1OC | i | 5
79 | CC1CC(C)CN(C(C)C(=O)Nc2cc(S(=O)(=O)N3CCCCC3)ccc2Cl)C1 (stereo not given) | · | 2
80 | Cc1cc(Nc2ccccc2Cl)n2nnnc2n1 | i | 4
81 | COc1cccc(-c2c(C(=O)N/N=C/C3CC=CCC3)nnn2-c2nonc2N)c1 (stereo not given) | i | -11
82 | Cc1cc(C)c(NC(=O)c2cn3c4c(c(N5CCN(C)CC5)c(F)cc4c2=O)OCC3C)c(C)c1 (stereo not given) | i | -16
83 | Cc1ccc(S(=O)(=O)CC(CN2CCOCC2)N2CCOCC2)cc1 (stereo not given) | i | -1
84 | Cc1nnc(SCC(=O)NCc2ccccc2)n1-c1ccccc1 | i | 5
85 | CCCC(=O)Nc1ccc(C(=O)N/N=C2\CC(=O)CC(C)(C)C2)cc1 | i | -2
86 | COc1cccc(C(c2nnnn2CC2CCCO2)N2CCN(C(=O)c3ccco3)CC2)c1OC (stereo not given) | i | -20
87 | Cc1ccc(C(=O)NCCC(=O)NCc2ccco2)cc1 | i | 8
88 | CCc1ccc(C(=O)COC(=O)CNC(=O)COc2ccccc2)cc1 | i | -2
89 | CCC(C)c1ccccc1N1CC(C(=O)NCCC2=CCCCC2)CC1=O (stereo not given) | · | -17
90 | O=C(CSc1nnc(CNC(=O)c2c(F)cccc2Cl)o1)Nc1ccccc1 | i | -14
91 | CCN(C[C@H]1N[C@@](C)(C(=O)OC)[C@H]2C(=O)N(Cc3ccccc3)C(=O)[C@@H]12)S(=O)(=O)c1ccc(C(C)(C)C)cc1 | · | -11
92 | CCOC(=O)C1(C)NC(c2cc(OC)c(OC)c(OC)c2)C2C(=O)N(CC)C(=O)C21 (stereo not given) | i | -10
93 | CCOC(=O)C1(CC2CC2)CCN(Cc2ccc3cccc(F)c3n2)CC1 | i | -25
94 | Cc1ccc2c(c1)N(CC(=O)N1CCCCCC1)C(=O)CO2 | i | -34
95 | CCOC(=O)c1cccc(NC(=O)/C=C/c2ccc3c(c2)OCO3)c1 | i | -24
96 | Cc1ccc(C)c(N2CCN(C(=O)c3cc(S(=O)(=O)N4CCCC4)cn3C)CC2)c1 | i | -24
97 | Cc1ccccc1NC(=O)C1Cc2ccccc2CN1C(=O)c1ccco1 (stereo not given) | i | -5
98 | CCOC(=O)N1CCN(C(=O)c2ccc(C#CC3(O)CCCCC3)cc2)CC1 | i | -22
99 | COc1ccccc1OCc1ccc(C(=O)OCC2CCCO2)o1 (stereo not given) | i | 1
100 | O=C(CN1CCN(Cc2ccccc2)CC1)Nc1cccc(Br)c1 | i | -7
101 | Cc1ccc(S(=O)(=O)N(C)C)cc1NC(=O)C(C)OC(=O)C1CCCC1 (stereo not given) | i | -21
102 | CCN(C(=O)COC(=O)COc1ccccc1Cl)c1c(N)n(Cc2ccccc2)c(=O)[nH]c1=O | · | -12
103 | O=C(Cn1nnc(-c2ccccc2F)n1)NCc1ccco1 | i | -10
104 | COc1cc(/C=N/NC(=O)COc2ccc(C)cc2)ccc1OC(=O)c1cccs1 | i | -53
105 | COc1ccc(-c2c3c(=O)n(C)c(=O)n(C)c3cn2Cc2cccnc2)cc1 | i | -5
106 | COCCCOc1ccnc(CS(=O)c2nc3ccccc3[nH]2)c1C (stereo not given) | i | -31&-20
107 | O=C(Cc1c(Cl)cccc1Cl)Nc1cccc(S(=O)(=O)N2CCOCC2)c1 | i | -28
108 | O=C(NN1C(=O)c2ccccc2NC1c1ccccn1)c1ccc([N+](=O)[O-])cc1 (stereo not given) | i | -7
109 | CCOc1ccc2nc(NC(=O)C3CCN(C(=O)c4ccco4)CC3)sc2c1 | i | -17
110 | Cc1nc(SC(C)C(=O)Nc2cccc(C(F)(F)F)c2)c2c(C)c(C(=O)O)sc2n1 (stereo not given) | i | -11
111 | COc1ccc(C(c2nnnn2Cc2cccs2)N2CCC(C(N)=O)CC2)c(OC)c1 (stereo not given) | i | -17
112 | COC(=O)c1ccc(/C=N/NC(=O)CC(=O)NCC(C)C)cc1 | i | -13
113 | COc1ccc(CNC(=O)Cc2cccs2)cc1OC | i | -29
114 | COc1ccc(O)c(C=NCC(C)N=Cc2cc(OC)ccc2O)c1 (stereo not given) | i | 1
115 | C=CCn1c(SCc2c(C(=O)OC)sc(N)c2C(=O)OC)nnc1-c1ccc(Cl)cc1 | i | -21
116 | CCN(C(=O)CSc1nnc2c3ccccc3n(CC)c2n1)C1CCS(=O)(=O)C1 (stereo not given) | i | -15
117 | O=C(C1=C(O)C(=O)N(CC2CCCO2)C1c1cccc(Cl)c1)c1ccco1 (stereo not given) | i | 5

4 of these compounds, reformatted:
114) COc1ccc(O)c(C=NCC(C)N=Cc2cc(OC)ccc2O)c1 (stereo not given)
- CHT allo act = i
- OX1R antag = 1

107) O=C(Cc1c(Cl)cccc1Cl)Nc1cccc(S(=O)(=O)N2CCOCC2)c1
- CHT allo act = i
- OX1R antag = -28

113) COc1ccc(CNC(=O)Cc2cccs2)cc1OC
- CHT allo act = i
- OX1R antag = -29

103) O=C(Cn1nnc(-c2ccccc2F)n1)NCc1ccco1
- CHT allo act = i
- OX1R antag = -10

As a working copy, three of the compounds above:
cpd | SMILES | CHT allo act | OX1R antag
115 | C=CCn1c(SCc2c(C(=O)OC)sc(N)c2C(=O)OC)nnc1-c1ccc(Cl)cc1 | i | -21
116 | CCN(C(=O)CSc1nnc2c3ccccc3n(CC)c2n1)C1CCS(=O)(=O)C1 (stereo not given) | i | -15
117 | O=C(C1=C(O)C(=O)N(CC2CCCO2)C1c1cccc(Cl)c1)c1ccco1 (stereo not given) | i | 5

Source: PubChem
